Bioassay records as filed in PubChem.
NadD block: NadD (S. aureus) enzyme inhibition. inhibition, % at 20 µM. hit rate 0.78% among 360,000. AID 602399. purified NadD enzyme, colorimetric absorbance read-out; in the data active means inhibition above about 26%; further: some compounds past the cut are filed as inactive
SUMO1 PPI mod: alters human SUMO1 binding to SIM partners; P63165; SUMO1 binding to a labelled peptide, TR-FRET, 1 h; inhibition, % at 20 µM; hit rate 0.33% among 360,000; AID 602429; in the data active means inhibition above about 37%
Target sequence (P63165 whole entry, looked up): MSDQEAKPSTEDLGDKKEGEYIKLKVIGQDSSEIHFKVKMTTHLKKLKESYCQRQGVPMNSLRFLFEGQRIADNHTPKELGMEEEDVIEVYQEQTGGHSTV
Tb MetRS inh: Trypanosoma brucei MetRS inhibition; hit rate 0.4% among 360,000; AID 624268; purified T. brucei MetRS, ATP depletion, Kinase-Glo luminescence; inhibition, % at 11.9 µM;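 active means inhibition above a per-plate cutoff of the control wells' mean inhibition plus 3 SD, cut at about 5.5% in these data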;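 further: 0% = DMSO wells median and 100% = median of wells with control inhibitor compound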
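Material: T. brucei methionyl-tRNA synthetase, purified; reagent: substrates ATP, L-methionine and bulk Escherichia coli tRNA; dosing: 11.9 µM single point; timing: 15 min plus 2 h at 25 °C; detection: luminescence of leftover ATP; evaluation: % inhibition; control set: DMSO-only wells as low control; replicates: singlicate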
DNMT1 block: DNMT1 (human) enzyme inhibition; P26358; DNMT1 molecular beacon, Hinp1I cleavage, fluorescence; inhibition (reported as % activation of signal), % at 10 µM; hit rate 0.83% among 360,000; in the data active means inhibition above about 50%
LMPTP inh: LMPTP (human) inhibition. recombinant LMPTP-A, OMFP fluorogenic substrate, fluorescence intensity. hit rate 0.22% among 360,000. inhibition, % at 20 µM. P24666. AID 651560;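 active means compounds that cut the enzyme signal by at least half of the control window in the single-dose screen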;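 further: plate controls were DMSO wells with enzyme plus substrate for no effect and substrate without enzyme for full effect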
Target sequence (P24666 whole entry, looked up): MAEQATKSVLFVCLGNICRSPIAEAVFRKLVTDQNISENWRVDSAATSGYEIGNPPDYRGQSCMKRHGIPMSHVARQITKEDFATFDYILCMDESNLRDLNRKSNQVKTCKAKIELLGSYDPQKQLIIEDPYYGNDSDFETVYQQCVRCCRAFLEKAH
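Test system: LMPTP-A, protein tyrosine phosphatase of low molecular weight; Input: 0.625 nM enzyme; Incubation: 50 min dark incubation at room temperature; Signal: endpoint fluorescence intensity from OMFP dephosphorylation; Read-out basis: % inhibition versus control wells.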
Scp1 inh: Scp-1 (human) phosphatase inhibition. Recombinant Scp1, phosphopeptide, malachite green phosphate absorbance. inhibition, % at 20 µM. hit rate 0.88% among 340,000. AID 493091;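 active means inhibition above about 50% at 20 µM, limit read from the data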;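 further: plate controls were DMSO wells with enzyme for no effect and wells lacking enzyme for full effect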
Target sequence (Q9GZU7 76-261 limits assumed): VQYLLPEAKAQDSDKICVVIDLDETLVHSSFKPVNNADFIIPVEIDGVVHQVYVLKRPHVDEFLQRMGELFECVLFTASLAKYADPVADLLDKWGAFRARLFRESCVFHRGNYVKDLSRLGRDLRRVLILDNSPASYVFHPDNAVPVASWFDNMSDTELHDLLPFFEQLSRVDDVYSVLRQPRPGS
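Test system: SCP-1 catalytic domain; Buffer or medium: Acidic Tris acetate buffer with magnesium and detergent; Also added: Phosphorylated 17-residue peptide substrate; Compound: single 20 µM dose, 1% DMSO; Schedule: enzyme reaction 45 min at room temperature, colour 5 min, stabilisation 30 min; Signal: Phosphate-binding colour reagent, absorbance read at 630 nm.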
Neddylation inh: blocks human cullin neddylation; P61081+Q13564; TR-FRET cullin neddylation, biochemical; calls only at 25 µM; hit rate 0.58% among 360,000; in the data active means inhibition above about 36%
STEP inh: blocks human striatal-enriched tyrosine phosphatase | inhibition, % at 20 µM | P54829 | hit rate 0.25% among 360,000 | recombinant STEP, OMFP fluorogenic substrate, fluorescence;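 active means inhibition at 20 µM, scaled per plate between control wells, above about 37%, limit read from the data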;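 further: 0% = DMSO with enzyme and substrate and 100% = substrate only without enzyme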
Target sequence (P54829 whole entry, looked up): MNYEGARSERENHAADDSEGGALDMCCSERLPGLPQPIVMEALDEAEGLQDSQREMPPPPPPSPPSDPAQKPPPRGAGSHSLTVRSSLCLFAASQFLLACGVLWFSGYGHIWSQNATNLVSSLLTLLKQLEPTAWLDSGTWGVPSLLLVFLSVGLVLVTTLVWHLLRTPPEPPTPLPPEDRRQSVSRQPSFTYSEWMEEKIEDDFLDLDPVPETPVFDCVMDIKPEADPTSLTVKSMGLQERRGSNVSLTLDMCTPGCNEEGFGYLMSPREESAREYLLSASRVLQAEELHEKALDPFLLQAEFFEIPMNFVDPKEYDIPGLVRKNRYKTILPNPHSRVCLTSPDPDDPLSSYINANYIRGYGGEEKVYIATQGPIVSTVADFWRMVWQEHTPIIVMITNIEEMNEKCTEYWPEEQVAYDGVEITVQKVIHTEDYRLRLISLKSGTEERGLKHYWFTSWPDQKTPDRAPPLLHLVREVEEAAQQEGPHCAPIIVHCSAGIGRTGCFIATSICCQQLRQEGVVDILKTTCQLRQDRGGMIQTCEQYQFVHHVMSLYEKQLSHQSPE
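material = STEP tyrosine phosphatase | reagent = fluorogenic phosphatase substrate OMFP at 25 µM final | doses = single compound dose of 20 µM, 1% DMSO final | schedule = 20 min reaction, room temperature, in the dark | measured by = fluorescence, 480/540 nm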
CendR NRP1 mod: NRP-1/CendR interaction modulation | hit rate 0.85% among 360,000 | inhibition, % at 25 µM | AID 602438 | FAM-RPARPAR peptide binding to NRP-1, fluorescence polarization | O14786;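 active means inhibition or corrected inhibition above about 18%, plus a signal ratio from 0.5 to 1.5, limit read from the data, passing the limit was not always enough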; further: strong numbers were not always called active
SKN-1 inh: blocks SKN-1 activity in C. elegans | C. elegans VP596 Pgst-4::GFP/RFP ratio, acrylamide-induced, 24 h | inhibition, % at 21.8 µM | hit rate 0.49% among 360,000 | AID 624304;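 active means interference check ratio from 0.5 to 1.5 plus GFP to RFP signal ratio inhibition reaching or exceeding a fixed threshold, cut at about 30% in these data, passing the limit was not always enough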; further: some compounds called inactive have numbers as strong as hits
An asterisk follows results filed as active; i = inactive; · = not tested or not shown.

SMILES	NadD block	SUMO1 PPI mod	Tb MetRS inh	DNMT1 block	LMPTP inh	Scp1 inh	Neddylation inh	STEP inh	CendR NRP1 mod	SKN-1 inh
Cc1oc(S(=O)(=O)N(C)C)cc1C(=O)Nc1ccc(Cl)cc1	-6	1	-0.1	-3	0.7	-18	i	0	8	9
O=C(Nc1nc(-c2ccccn2)cs1)c1ccc([N+](=O)[O-])o1	1	1	-0.8	12	2.0	-6	i	20	1	3
COCCN1C(=O)N[C@@H](c2cccc(C(F)(F)F)c2)[C@@H](C(=O)OC)[C@H]1C	1	3	-0.4	2	-1.1	0	i	-2	-4	-8
COc1ccc(S(=O)(=O)N(C)C)cc1NC(=O)c1ccc(OCC2CCCO2)cc1 (centres undefined)	1	3	-0.5	-1	-1.6	·	i	-1	1	7
CC(C)c1ccc(/C=C2\SC(N3CCOCC3)=NC2=O)cc1	-8	-25	-0.6	-1	5.6	-6	i	0	5	2
COc1ccc(-c2csc(NC(=O)CSCC(=O)Nc3cc(C)on3)n2)c(OC)c1	0	4	-0.3	-4	0.6	-10	i	8	-4	-1
CC(C)/C=C/CN1CCCC(N2CCN(c3cccc(Cl)c3)CC2)C1 (centres undefined)	6	-6	-0.8	4	0.7	-7	i	0	2	12
CCOC(=O)C(=O)/C(C#N)=C/Nc1ccc(F)cc1	4	-2	-0.3	1	1.4	-2	i	-1	14	6
CC(C)c1ccc(-c2cc(C(=O)N3CCOCC3)c3cc(Br)ccc3n2)cc1	4	-17	-0.5	0	3.2	7	i	-3	5	3
O=C(CC1C(=O)NCCN1Cc1ccc(F)cc1)NCCN1CCCc2ccccc21 (centres undefined)	1	-2	-0.5	1	-0.8	-4	i	2	8	11
CCOC(=O)c1[nH]c(C)c(C(=O)N2CCc3c([nH]c4ccccc34)C2c2ccccn2)c1C (centres undefined)	5	0	-0.6	-7	1.1	1	i	2	-1	11
COC(=O)c1c(C)nn(-c2ccc(OC(F)(F)F)cc2)c1-c1snnc1C	-7	-2	0.0	1	-0.6	3	i	1	-5	-3
O=C(Nc1ccc(F)cc1)c1ccccc1CC[N+](=O)[O-]	-8	25	-1.1	-3	-0.9	-7	i	-2	2	7
O=C(OCC(=O)N1CCCC1)c1cc(Br)ccc1Cl	-3	0	-1.8	6	-1.4	14	i	-1	-1	0
O=C(CN1C(=O)NC2(CCCC2)C1=O)Nc1nc2ccccc2[nH]1	-5	-1	0.2	1	-0.1	1	i	-1	9	14

An excerpt of these results, in CSV form.
Structure,NadD block,SUMO1 PPI mod,Tb MetRS inh,DNMT1 block,LMPTP inh,Scp1 inh,Neddylation inh,STEP inh,CendR NRP1 mod,SKN-1 inh
COc1ccc(-c2csc(NC(=O)CSCC(=O)Nc3cc(C)on3)n2)c(OC)c1,0,4,-0.3,-4,0.6,-10,i,8,-4,-1
CC(C)/C=C/CN1CCCC(N2CCN(c3cccc(Cl)c3)CC2)C1 (centres undefined),6,-6,-0.8,4,0.7,-7,i,0,2,12

Continued:
SMILES	NadD block	SUMO1 PPI mod	Tb MetRS inh	DNMT1 block	LMPTP inh	Scp1 inh	Neddylation inh	STEP inh	CendR NRP1 mod	SKN-1 inh
CC1CN(S(=O)(=O)c2cccc(C(=O)OCCOc3ccccc3)c2)CC(C)O1 (centres undefined)	-7	3	-0.5	-6	1.7	-7	i	2	6	2
COc1ccccc1CN1CCN(Cc2ccco2)CC1	-6	7	1.0	2	46	-22	i	0	-2	14
CCc1ccc(OCC(=O)NNC(=O)c2ccc(-n3cncn3)c([N+](=O)[O-])c2)cc1	-3	-28	5.9*	4	-0.2	-4	i	1	-5	-13
O=C(CN1C(=O)NC(c2ccccc2)(c2ccccc2)C1=O)NCc1ccccc1	-2	-4	0.1	1	0.8	3	i	-3	-10	-16
CCOC(=O)CN(C(=O)CNC(=O)c1cccs1)C(C(=O)NC1CCCCC1)c1cccs1 (centres undefined)	-2	-1	0.3	2	-0.5	-10	i	1	7	46*
COc1ccc(/C=C/C(=O)NC(=S)Nc2ccc(S(N)(=O)=O)cc2)cc1OC	-6	4	-1.0	-23	-1.4	-6	i	0	-4	27
COc1ccc(-n2c(SC(C)C(=O)Nc3ncc(Cl)cc3Cl)nc3ccccc32)cc1 (centres undefined)	9	1	0.4	-7	3.4	-7	i	2	-11	13
O=C(Cn1nnc(-c2ccccc2-n2cnnn2)n1)c1ccccc1	-11	1	-0.2	5	-0.7	-8	i	-3	-3	0
Cc1c(OCC(=O)NCc2ccncc2)ccc2c3c(c(=O)oc12)CCCC3	0	1	-0.9	4	0.2	0	i	3	7	7
COc1ccc(NC(=O)CC(C)n2ccnc2)cc1 (centres undefined)	-8	-2	-0.1	0	-1.2	-6	i	-1	-13	-3
O=C(O)c1ccc(NS(=O)(=O)c2cccc(C(=O)Nc3cccc(C(=O)O)c3)c2)cc1	-2	11	0.8	4	0.1	-4	i	1	-12	12
NC(=O)COC(=O)c1ccccc1SCC(=O)NC1CCCCCCC1	2	2	-0.6	1	-0.4	2	i	-3	2	10
CCOC(=O)C1(C)CCN1C(=O)c1ccccc1OC (centres undefined)	-2	3	-0.2	3	-1.6	·	i	3	0	6
CCc1ccc(C(CNC(=O)c2ccc3c(=O)n(-c4ccccc4F)c(=S)[nH]c3c2)N(C)C)cc1 (centres undefined)	9	-1	-1.1	-4	0.6	-9	i	0	-8	8
O=C1NC2(CCCCCC2)C(=O)N1Cc1cccc([N+](=O)[O-])c1	1	-12	0.0	-1	-0.5	-9	i	2	3	3
O=C(Nc1ccc(F)cc1)NC1CCN(Cc2nnnn2Cc2ccco2)CC1	-1	5	0.7	-5	-2.6	2	i	0	-8	-13
O=C(N/N=C/C(Br)=C\c1ccccc1)c1ccc2nc[nH]c2c1	8	-12	-0.1	-2	-0.2	-8	i	3	-9	-8
Cc1cccc(C)c1NC(=O)CN(C)C(=O)COc1cccc2c1OC(C)(C)C2	1	19	-0.2	1	-0.4	5	i	1	2	-2
CCCCNC(=O)c1onc(CSc2ccc(Cl)cc2)c1C(=O)O	-1	12	-0.1	4	-1.0	-4	i	-2	-10	0
O=C(CSCc1cccc(F)c1)N1CCN(c2ccccc2)CC1	-1	0	-0.1	-3	-0.4	-9	i	0	-6	5
Cn1c(CN2CCN(CC#N)CC2)c(C#N)c2ccccc21	2	-1	-1.4	5	0.7	0	i	-9	-8	-15
Cc1ccccc1NC(=O)c1nn(-c2ccc(F)c(F)c2)ccc1=O	-5	-5	0.2	1	0.2	17	i	0	-10	-13
O=C1NC[C@H](Cc2ccccc2)N(CC2CCCCC2)C1=O	1	-1	-0.4	5	-1.5	-2	i	1	-6	2
O=S(=O)(CCn1cccc1)CCn1cccc1	-4	0	-0.4	3	1.2	-1	i	0	14	28
CC(=O)Nc1cccc(NC(=O)c2cccc(OCc3ccccc3)c2)c1	-6	7	-0.1	-6	1.9	-16	i	0	13	-6
Cc1ccc(NC(=O)N2CCCCCC2)cc1C	-1	6	-0.3	-1	-0.7	-6	i	1	8	1
Cc1ccc2c(c1)c1nnc(SCC(=O)N3CCCc4ccccc43)nc1n2CC(=O)O	1	17	0.2	0	1.0	1	i	-1	24*	6
CCOC(=O)CCc1c(C)c(C#N)c2nc3ccccc3n2c1-n1ccnc1	-3	-18	-0.1	1	-0.3	-4	·	1	3	-4
CCOc1cc(/C=N/N=C2/NC(=O)C(CC(=O)O)S2)ccc1OCc1ccccc1Cl (centres undefined)	18	-3	-0.6	1	0.9	75*	i	8	-29	3
Cc1ccc(S(=O)(=O)/N=C2/NC(=O)/C(=C\c3ccco3)S2)cc1	1	36	0.0	29	0.2	16	i	3	-152	5

Tb MetRS inh, entries above that show a hit.
SMILES	NadD block	SUMO1 PPI mod	Tb MetRS inh	DNMT1 block	LMPTP inh	Scp1 inh	Neddylation inh	STEP inh	CendR NRP1 mod	SKN-1 inh
CCc1ccc(OCC(=O)NNC(=O)c2ccc(-n3cncn3)c([N+](=O)[O-])c2)cc1	-3	-28	5.9*	4	-0.2	-4	i	1	-5	-13

(list continues)
SMILES	NadD block	SUMO1 PPI mod	Tb MetRS inh	DNMT1 block	LMPTP inh	Scp1 inh	Neddylation inh	STEP inh	CendR NRP1 mod	SKN-1 inh
CCCC(=O)Nc1ccccc1NC(=O)C1CCCCC1	-7	3	-0.5	4	-1.8	-7	i	1	-6	15
O=C(CS(=O)(=O)c1ccc2ccccc2c1)Nc1ccccc1Cl	-3	0	0.3	5	-1.9	-11	i	4	-7	1
O=c1cc(CN2CCc3ccccc32)nc2sccn12	15	7	-0.2	-2	2.4	14	i	-5	-12	17
CCN(CC)CCCNC(=O)c1ccc2c(=O)n(Cc3ccc4c(c3)OCO4)c(=S)[nH]c2c1	-2	8	0.0	-2	-1.7	-12	i	-1	-6	0
COc1ccc(-c2nc3c4ccccc4ccn3c2Cc2cccc(F)c2)cc1OC	2	-2	-0.1	-11	5.1	·	i	0	-3	11
COc1cccc(NC(=O)CCNC(=O)C2CCN(S(=O)(=O)c3ccc(F)cc3)CC2)c1	-1	-5	-0.7	-2	-0.8	-7	i	-2	-4	-1
Cc1cc(Nc2ccccc2)nc(N)n1	7	-1	-0.8	2	10	-3	i	-3	-11	0
Cc1cccc(NC(=S)NC(=O)c2cc(-c3ccccc3)nc3ccccc23)c1	24	3	-1.9	-4	1.3	8	i	3	5	-23
COc1ccc(CCN(Cc2cccs2)S(=O)(=O)c2ccc(-n3cnnn3)cc2)cc1OC	0	2	0.1	-7	2.6	-24	i	-4	1	9
Cc1ccc(S(=O)(=O)Oc2ccc(/C=N/N=C3/NC(=O)C(CC(=O)O)S3)cc2)cc1 (centres undefined)	1	-3	-0.3	-5	0.2	3	i	3	-23	-8
O=C1N2CN(C(c3ccccc3)c3ccccc3)CN=C2SC1(CO)CO	9	-1	-0.3	1	-0.5	-3	i	-3	6	-10
O=C(NCc1ccccc1)c1ccc(CN2CCC(Cc3ccccc3)CC2)cc1	-1	7	-0.7	-1	-0.6	-1	i	-4	0	18
N#CCSc1nnc(CNc2cccc(Cl)c2)o1	-2	2	0.0	6	-0.1	-11	i	-1	-4	-4
O=C(Nc1nc2ccccc2c(=O)s1)c1ccco1	0	-8	-0.2	3	-0.6	-8	i	2	-5	-1
CCCCC(NC(=O)c1ccc(C#N)cc1)C(=O)NCCC (centres undefined)	-3	2	-0.3	6	-1.2	0	i	-2	14	0
COc1cc(-c2ccc3oc(-c4ccsc4)c(C#CC4(O)CCCCC4)c3c2)cc(OC)c1OC	-4	-1	0.1	-23	3.5	1	·	-2	3	16
Cc1ccc(Cc2nc(-c3cccnc3)no2)cc1	1	-3	-1.1	3	-1.3	-1	i	0	-4	-18
CS(=O)(=O)c1ccc(C(=O)Nc2ccc(S(=O)(=O)N3CCCCC3)cc2)cc1	1	-3	-0.2	-2	-1.2	-8	i	0	7	17

Taken from above:
CC(=O)Nc1cccc(NC(=O)c2cccc(OCc3ccccc3)c2)c1 in CendR NRP1 mod is entered as 13
O=C(OCC(=O)N1CCCC1)c1cc(Br)ccc1Cl in SKN-1 inh is entered as 0
O=S(=O)(CCn1cccc1)CCn1cccc1 in Scp1 inh is entered as -1
Cc1cc(Nc2ccccc2)nc(N)n1 in LMPTP inh is entered as 10
